High-throughput results from PubChem.
Smad3 inh = blocks human Smad3 binding to FoxH1 peptide; TR-FRET Smad3/Dy647-FoxH1 peptide binding, europium anti-His; inhibition, % at 25 µM; hit rate 0.29% among 88,000;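 active = compounds that reduce the energy-transfer binding signal between the protein and its labelled peptide by more than half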;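 note: 0% = Smad3 plus labelled peptide maximal FRET and 100% = peptide-only background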
HUVEC tox TNFa = toxic to HUVEC cells under TNF alpha stimulation | HUVEC TNFalpha-stimulated, Hoechst cell count, imaging | cell count reduction, % at 2 µM | hit rate 0.17% among 93,000 | AID 848;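 active = cell count reduction exceeding the screen mean by over 5 SD, scaled to untreated wells per plate, cut at about 78% in these data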;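 note: cells counted after 24 h of TNF alpha exposure following the 1 h pretreatment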
cytoskel mod = alters cytoskeleton assembly in HUVEC cells; AID 836; HUVEC TNFa F-actin phalloidin imaging, high content; hit rate 0.18% among 91,000; inhibition, % at 2 µM;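 active = inhibition above the batch mean plus 3 SD and confirmed as a hit by visual image inspection, cut at about 30% in these data, passing the limit was not always enough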; note: strong numbers were not always called active
PTK2B oligo ant = Pyk2 (human) oligomerization antagonism | AID 1347419 | z-score (the deposit names both 25 µM and 10 µM) | Q14289 | Q293 cells, Pyk2 FERM NanoBiT luminescence; hits give low values | hit rate 0.83% among 99,000;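 active = Z-score of -3 or lower, scaled per plate to the spread of control and sample wells; inactive = z-score above -3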;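 note: negative z-score means lost luminescence so less FERM oligomerization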
Target sequence (Q14289 whole entry, looked up): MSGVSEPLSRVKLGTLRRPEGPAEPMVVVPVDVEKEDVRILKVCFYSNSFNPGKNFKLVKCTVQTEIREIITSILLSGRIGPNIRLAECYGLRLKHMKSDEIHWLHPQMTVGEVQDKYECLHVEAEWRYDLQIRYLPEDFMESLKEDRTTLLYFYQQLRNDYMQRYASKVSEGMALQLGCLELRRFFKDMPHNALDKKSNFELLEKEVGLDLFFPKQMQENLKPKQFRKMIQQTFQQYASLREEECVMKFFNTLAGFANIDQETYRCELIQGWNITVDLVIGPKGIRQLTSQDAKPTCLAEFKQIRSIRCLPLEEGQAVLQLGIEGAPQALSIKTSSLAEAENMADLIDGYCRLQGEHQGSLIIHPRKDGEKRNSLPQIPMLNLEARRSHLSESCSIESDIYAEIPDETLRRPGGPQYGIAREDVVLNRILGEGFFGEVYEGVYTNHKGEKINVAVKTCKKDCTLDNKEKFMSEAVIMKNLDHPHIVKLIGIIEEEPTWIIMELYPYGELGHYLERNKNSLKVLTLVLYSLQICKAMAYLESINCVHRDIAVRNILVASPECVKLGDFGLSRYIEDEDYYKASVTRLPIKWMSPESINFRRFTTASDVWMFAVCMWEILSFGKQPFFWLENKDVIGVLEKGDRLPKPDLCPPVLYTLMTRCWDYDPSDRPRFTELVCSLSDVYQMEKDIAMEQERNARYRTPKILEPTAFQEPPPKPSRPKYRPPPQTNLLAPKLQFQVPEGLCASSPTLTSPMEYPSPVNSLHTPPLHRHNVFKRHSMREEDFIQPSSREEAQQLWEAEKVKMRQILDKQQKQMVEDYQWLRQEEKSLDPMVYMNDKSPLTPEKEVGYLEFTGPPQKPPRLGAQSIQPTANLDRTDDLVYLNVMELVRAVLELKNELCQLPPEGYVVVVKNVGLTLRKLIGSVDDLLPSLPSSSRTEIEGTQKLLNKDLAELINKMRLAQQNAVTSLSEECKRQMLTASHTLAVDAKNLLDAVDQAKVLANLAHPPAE
VCAM1 TNFa inh = reduces TNF alpha induced VCAM1 expression in HUVEC. HUVEC TNFa-induced VCAM-1 immunofluorescence, high-content imaging. inhibition, % at 2 µM. hit rate 0.48% among 95,000;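 active = inhibition above the batch mean plus 3 SD, with images confirmed as a hit by eye, cut at about 37% in these data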;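 note: 0% = TNF-stimulated DMSO wells and 100% = unstimulated control wells; not every result past the cut was called active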
HUVEC inhibit = human endothelial cell proliferation inhibition; HUVEC proliferation, CellTiter-Glo luminescence, 72 h; hits give low values; viability, % at 10 µM (by protocol); hit rate 1.1% among 86,000; AID 648;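 active = viability at or below 30%; inactive = viability above 30%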;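 note: 100% = median luminescence of DMSO-only cell control wells on each plate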
Lung fibro prol = blocks proliferation of human lung fibroblasts | viability, % at 10 µM | AID 719 | hit rate 1.1% among 85,000 | LL 47 human lung fibroblast viability, ATP luminescence; hits give low values;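 active = viability at or below 50% in the single dose screen; inactive = viability above 50%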;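 note: compound exposure lasted 72 h before the ATP readout; 100% = median luminescence of untreated cell-only wells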
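Material: human lung fibroblast line LL 47, low passage; Evaluation: viability percentage against median untreated-cell control; Buffer or medium: 15% FBS in IMEM; Incubation: 72 h compound exposure at 37 °C after overnight plating; Dosing: 0.1% DMSO in all compound wells; Measured by: CellTiter-Glo luminescence.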
H69AR growth 86K = blocks growth of human H69AR lung tumor cells; AID 598; viability, % at 10 µM; H69AR lung tumor viability, ATP luminescence, 72 h; hits give low values; hit rate 6% among 85,000;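 active = viability at or below 40%; inactive = viability above 40%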;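 note: multidrug resistant small cell line overexpressing MRP-1 efflux transporter; 100% = mean luminescence of untreated control wells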
HUVEC tox IL1B = HUVEC cytotoxicity counter-screen, IL-1B stimulated. cell count reduction, % at 2 µM. HUVEC cell count loss, Hoechst imaging. hit rate 0.41% among 94,000;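 active = cell count reduction more than 3 SD above the screen-wide mean, cut at about 70% in these data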;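 note: normalized per plate to untreated control cells as the no-loss baseline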
Active calls of the source: *; . = no result given; [ ] = dose if it differs, or a comment. Only part of the results is shown; count on the stated rates, not on these rows.

SMILES	Smad3 inh	HUVEC tox TNFa	cytoskel mod	PTK2B oligo ant	VCAM1 TNFa inh	HUVEC inhibit	Lung fibro prol	H69AR growth 86K	HUVEC tox IL1B
O=C(Nc1ccccc1)c1ccn[nH]1	1	-7	6	0	-12	95	103	94	19
CCOC(=O)c1c(C)[nH]c(C(=O)CSc2nnnn2-c2ccccc2)c1C	-8[fluorescence artefact?]	.	.	0.17	.	100	89	69	.
O=S(=O)(c1cccc(S(=O)(=O)N2CCOCC2)c1)N1CCCCC1	5	12	.	-0.21	21	97	101	102	3
CCCOc1ccc(NCC(=O)Nc2ccc(C)cc2C)cc1	2	-15	-4	-0.56	-4	94	100	84	25
CCCN=Cc1sc2ccc(OCC)cc2c1O	-7	-29	17	0	-21	95	.	89	-91
CCOc1ccccc1N(CC(=O)Nc1cc(OC)ccc1OC)S(C)(=O)=O	9	-16	-5	-0.16	-15	94	96	88	-9
O=C(CCn1c(=O)[nH]c2ccsc2c1=O)NCCc1ccc(Cl)cc1	-5	9	4	-0.3	-10	.	.	.	-5
O=C(CCSc1nnc(-c2ccncc2)o1)Nc1cccc2ccccc12	-5	-9	13	-0.22	0	90	88	37*	-16
Cc1c(C(=O)OCC2CCCO2)[nH]c2c1C(=O)CC(c1ccco1)C2 (stereo not drawn)	-5	-26	0	0	-20	57	57	28*	-12
CC(=O)c1c(C(C)=O)c(C)n(-c2ccc(C)c(NC(=O)c3ccccc3Cl)c2)c1C	.	-18	15	-0.22	22	.	.	.	-34
CCn1c(CNC(=O)Cc2ccc(OC)cc2)nnc1SCC(=O)NC1CCCCC1	-13	23	-7	1.5	-8	98	100	100	-8
COc1ccc(CNC(=O)CCCOc2cc(=O)n(C)c3ccccc23)cc1	-7	-4	6	1.6	13	85	95	99	-42
COc1ccc2c(c1)c(C(O)CN1CCC3(CC1)OCCO3)c(C)n2C (stereo not drawn)	7	46	-3	.	1	82	106	98	-9
CCN1CCCC1CNC(=O)C1c2cc(OC)c(OC)cc2C(=O)N(C)C1c1cccnc1 (stereo not drawn)	.	-37	-6	-0.18	-11	.	.	.	1
O=c1[nH]c2ccc(Cl)cc2c(-c2ccccc2)c1N1CCN(c2ccccn2)CC1	0	.	.	0	.	88	95	66	.
Cc1cc(OC(=O)c2c(Cl)cc(Cl)cc2Cl)nc(C)n1	.	-8	-7	3.6	0	.	.	.	-59
NC1=NC(=O)CC(C(=O)NCc2ccccc2)S1 (stereo not drawn)	.	-11	5	0.2	2	.	.	.	-20
COc1ccc(C)cc1S(=O)(=O)NCCc1ccccc1	7	0	-11	-0.83	-8	100	98	96	10
Cc1ccccc1OCCNc1cc(N2CCCCC2)ccc1[N+](=O)[O-]	.	1	-12	-0.94	-13	.	.	.	2
O=C(CSc1cccc2cccc(Cl)c12)OCC(=O)N1CCN(C(=O)c2ccco2)CC1	-5	-4	.	0.42	14	97	99	88	11

A draw from above in order of SMILES length, descending.
SMILES	Smad3 inh	HUVEC tox TNFa	cytoskel mod	PTK2B oligo ant	VCAM1 TNFa inh	HUVEC inhibit	Lung fibro prol	H69AR growth 86K	HUVEC tox IL1B
O=C(CSc1cccc2cccc(Cl)c12)OCC(=O)N1CCN(C(=O)c2ccco2)CC1	-5	-4	.	0.42	14	97	99	88	11
CCN1CCCC1CNC(=O)C1c2cc(OC)c(OC)cc2C(=O)N(C)C1c1cccnc1 (stereo not drawn)	.	-37	-6	-0.18	-11	.	.	.	1
O=c1[nH]c2ccc(Cl)cc2c(-c2ccccc2)c1N1CCN(c2ccccn2)CC1	0	.	.	0	.	88	95	66	.
CCOC(=O)c1c(C)[nH]c(C(=O)CSc2nnnn2-c2ccccc2)c1C	-8[fluorescence artefact?]	.	.	0.17	.	100	89	69	.
CCOc1ccccc1N(CC(=O)Nc1cc(OC)ccc1OC)S(C)(=O)=O	9	-16	-5	-0.16	-15	94	96	88	-9
O=C(CCn1c(=O)[nH]c2ccsc2c1=O)NCCc1ccc(Cl)cc1	-5	9	4	-0.3	-10	.	.	.	-5
Cc1ccccc1OCCNc1cc(N2CCCCC2)ccc1[N+](=O)[O-]	.	1	-12	-0.94	-13	.	.	.	2
O=C(CCSc1nnc(-c2ccncc2)o1)Nc1cccc2ccccc12	-5	-9	13	-0.22	0	90	88	37*	-16
Cc1cc(OC(=O)c2c(Cl)cc(Cl)cc2Cl)nc(C)n1	.	-8	-7	3.6	0	.	.	.	-59
COc1ccc(C)cc1S(=O)(=O)NCCc1ccccc1	7	0	-11	-0.83	-8	100	98	96	10
NC1=NC(=O)CC(C(=O)NCc2ccccc2)S1 (stereo not drawn)	.	-11	5	0.2	2	.	.	.	-20
CCCN=Cc1sc2ccc(OCC)cc2c1O	-7	-29	17	0	-21	95	.	89	-91
O=C(Nc1ccccc1)c1ccn[nH]1	1	-7	6	0	-12	95	103	94	19

New compounds follow:
SMILES	Smad3 inh	HUVEC tox TNFa	cytoskel mod	PTK2B oligo ant	VCAM1 TNFa inh	HUVEC inhibit	Lung fibro prol	H69AR growth 86K	HUVEC tox IL1B
Cc1nc(N2CCN(S(=O)(=O)c3ccccc3)CC2)c2cc(-c3ccccc3)sc2n1	4	-12	-14	0.43	10	101	89	81	-9
CCOc1cc(C2C(C#N)=C(N)OC3CCCC(=O)C32)ccc1OCCN1CCOCC1 (stereo not drawn)	-13	11	-10	-0.75	15	90	106	87	3
COc1cc(CN2CCC(C(=O)N3CCN(c4ccccc4F)CC3)CC2)cc(OC)c1O	-10	2	-8	2.8	2	93	99	.	5
COc1cccc(Cn2cccc(NC(=O)Nc3ccc(C#N)cc3)c2=O)c1	5	-14	-2	2.4	-10	104	101	84	-6
Cc1ccc(C(=O)O/N=C(/c2nonc2N)N(C)C)cc1	.	-3	-13	-0.04	10	.	.	.	11
Cc1c(C(=O)OC(C)C)sc2nc[nH]c(=O)c12	-4	7	18	0.35	2	83	97	96	-19
CCOC(=O)c1cc(CC)sc1NC(=O)c1cc(OC)c(OC)c(OC)c1	15	-18	6	-2.1	8	99	91	91	-18
O=S(=O)(NCCSc1nnc(-c2ccco2)n1-c1ccccc1)c1ccccc1	1	4	-21	-1.4	3	102	103	65	5
CCc1nnc(NC(=O)CCC(=O)N2CCN(Cc3cc(Cl)ccc3OC)CC2)s1	-10	-18	-3	0.07	-8	89	98	97	-46
Cc1occc1C(=O)N1CCN(C(=O)C2CCCO2)CC1 (stereo not drawn)	4	.	.	0.7	.	104	100	98	.
Cc1cccc(NC(=O)Cn2c(=O)n(C)c3ccccc32)c1	0	.	3	0.41	-8	92	105	90	-48
O=C(CN(Cc1cccs1)C(=O)CCC(=O)Nc1nccs1)NCc1ccccc1	.	-22	-18	0.83	9	.	.	.	2
CC(C)NC(=O)CSc1nncn1-c1ccccc1	-1	.	.	0.17	.	104	107	82	.
COc1ccc(/C=N/n2c(SC)nnc(C(C)(C)C)c2=O)cc1OC	9	-17	4	0.37	16	88	96	108	-5
CC(=O)N1CCC(N(CCCOC(C)C)C(=O)Nc2ccc(C)c(C)c2)CC1	-7	7	11	0.91	-10	103	93	88	-1
CN(C)CCCN1C(=O)c2oc3ccc(F)cc3c(=O)c2C1c1cccnc1 (stereo not drawn)	1	.	.	.	.	95	97	95	.
O=C(Nc1ccc(F)cc1)c1cccnc1N1CCCCC1	0	-17	12	0.11	25	96	97	73	-16
Cn1c(=O)c2[nH]c(-c3ccccc3)nc2n(C)c1=O	8	.	.	.	.	101	98	98	.
Cc1ccc(-n2c(SCC(=O)N3CCOCC3)nnc2-c2cccnc2)cc1C	3	.	-6	0.23	.	110	98	99	-29
CCCCn1c(SCC(=O)c2ccc3c(c2)OCCO3)nnc1-c1ccoc1C	-7	-19	19	0.16	6	99	95	86	-7
COc1ccc(C(O)c2nccn2Cc2ccccc2)cc1OC (stereo not drawn)	-1	-10	12	0.41	2	100	97	84	10
CCCCNC(=O)Cn1c(-c2ccc(OC)cc2)noc1=O	-4	-32	-23	1.4	17	105	98	94	-2
Cc1ccc2c(c1)N(CC(=O)NCc1cccnc1)C(=O)CO2	-3	-1	13	2.2	0	97	104	100	-8
CCCCNCCOCCSc1ccc(Cl)cc1	.	-20	-4	0.93	-30	.	.	.	16
O=C(Nc1cc(C(F)(F)F)ccc1N1CCOCC1)c1n[nH]c(=O)c2ccccc12	-8	-31	-5	-0.94	-3	86	83	54	10
c1ccc(OCc2nn3c(-c4ccco4)nnc3s2)cc1	10[fluorescence artefact?]	-4	50	0.41	-5	109	111	84	19
O=C(NCCC1=CCCCC1)c1cc2c(s1)CS(=O)(=O)C2	-9	.	.	-0.65	.	95	100	89	2
O=C(COc1ccc([N+](=O)[O-])cc1)NCc1ccccc1	.	-19	4	0.03	12	.	.	.	8
Cc1cc(C)c(NC(=O)CSc2nnc(Cc3cccn3C)n2-c2ccc(F)cc2)c(C)c1	-4	-28	.	-0.46	-9	97	97	70	-37
Cn1c(SCC(=O)c2ccccc2)nc2cccnc21	2	-8	-7	0.24	13	101	99	103	-8
CCOc1ccc(C(C)(N)C(=O)O)cc1 (stereo not drawn)	8	-16	12	1.6	5	94	104	86	-31
CCC(=O)N(Cc1cccs1)C1CCOC(C)(C)C1 (stereo not drawn)	5	-7	-6	0.17	-13	91	96	90	-6
O=C1C2ON(c3ccccc3)C(c3ccccn3)C2C(=O)N1c1ccc(Br)cc1 (stereo not drawn)	6	7	3	0.45	-5	93	101	105	-36
CSc1oc(-c2ccc(F)cc2)nc1S(=O)(=O)c1ccc(F)cc1	-5	-49	-1	.	17	109	94	86	2
COc1ccc(-n2c(SCC(=O)Nc3ccc4c(c3)OCO4)nnc2C(C)N2CCCCC2)cc1 (stereo not drawn)	11	6	-29	-0.39	-3	87	90	103	-23
O=C(CN(Cc1cccs1)C(=O)CN1C(=O)COc2ccccc21)NCc1ccco1	11	-10	1	0.09	-24	100	109	89	20
O=C(/C=C/c1cc2c(cc1Br)OCO2)NCc1ccc(F)cc1	.	-15	-27	-0.55	-2	.	.	.	-38
COC(=O)c1ccc(CN2C(=O)NC3(CCCCC3C)C2=O)o1 (stereo not drawn)	-3	.	.	-0.87	.	110	100	104	.
CNC(=O)c1cc2ccccc2o1	6[fluorescence artefact?]	-5	2	0.77	-3	104	104	97	6
Cc1cc(C)n(-c2nc(Nc3ccccc3)nc(-n3nc(C)cc3C)n2)n1	17	-1	-11	1.2	6	90	99	97	-44
CC1(C)CC(=O)C2=C(C1)N(c1ccc(F)cc1)C(N)=C(C#N)C2c1cccs1 (stereo not drawn)	6	-23	-3	-0.25	8	96	92	54	-27
CCn1cc(C(=O)NCc2ccccc2)c(=O)c2cc(F)c(N3CCN(C(=O)c4ccco4)CC3)cc21	14	-34	13	-2.1	-4	63	93	12*	-14
